Screens (PubChem BioAssay)
Growth percent in the NCI-60 one-dose screen (48 h, 10 µM unless noted): 100 = growth as untreated, 0 = no growth, -100 = all killed.
RPMI-8226 = RPMI-8226 leukemia cells. actives 7.5% (n = 77,000). AID 1794781
CCRF-CEM = CCRF-CEM leukemia; actives 7% (n = 77,000)
HOP-92 = HOP-92 NSCLC cells. actives 6.3% (n = 71,000)
A549/ATCC = A549/ATCC NSCLC; actives 3.7% (n = 81,000); AID 1794740
EKVX = EKVX NSCLC; actives 3% (n = 71,000)
HOP-62 = HOP-62 NSCLC | AID 1794735 | actives 3.9% (n = 80,000)
M14 = M14 melanoma; actives 6.2% (n = 80,000)
UACC-62 = UACC-62 melanoma. actives 5.4% (n = 81,000)
* hit, by the source's call; nt = no result given; & = joins results of further samples. Rule for the calls: active = growth percent below 10; inactive = the rest.

mol	RPMI-8226	CCRF-CEM	HOP-92	A549/ATCC	EKVX	HOP-62	M14	UACC-62
O=Cc1ccc(/C=C/C(=O)O)cc1	117	105	107	102	97	105	105	99
CCOP(=O)(OCC)c1nc(CNC(=O)/C(=C\c2ccccc2)NC(=O)c2ccccc2)oc1N1CCCCC1	104	102	98	109	95	107	103	97
Cc1ccccc1NC(=O)C(=O)Nc1ccccc1C	86	103	84	114	102	112	111	93
COc1ccc(-c2cc(-c3nnc(SCC(=O)Nc4ccc(/C(C)=N\O)cc4)o3)c3ccccc3n2)cc1OC	79	82	115	89	103	101	112	98
Nc1nc(NC2CC2)c2ncn(C3C=C[C@@H](CO)C3)c2n1 (some centres not stated)	107	127	nt	106	111	99	96	100
Cc1cc2c(-c3nc4ccccn4c3Nc3cccc4ccccc34)c(O)c(O)cc2c(O)c1-c1c(C)cc2c(-c3nc4ccccn4c3Nc3cccc4ccccc34)c(O)c(O)cc2c1O	15	27	9.9*	16	51	38	27	1.1*
Cc1c(N=O)cc(C(C)C)c(O)c1I	98	88	105	94	94	94	86	99
Cc1nn(-c2ccccc2)c2nc(C)n(/N=C/c3c[nH]c4ccccc34)c(=O)c12	79	82	71	92	74	81	93	78
C#Cc1cc(C(=O)Nc2cc(-n3cnc(C)c3)cc(C(F)(F)F)c2)ccc1C	77	92	121	87	99	120	98	87
O=C1O[C@@H](CO)[C@H](O)[C@@H](O)[C@@H]1O	101	99	85	103	98	105	104	110
COc1cc(-c2nn(-c3ccc(NC(=O)Nc4ccc(Cl)c(Cl)c4)cc3)cc2-c2ccncc2)ccc1Cl	-15*	12	nt	26	34	48	25	33
CCCCc1nc(Cl)c(C2CC(c3ccc(C(F)(F)F)cc3)=NN2c2cc(Cl)cc(Cl)c2)[nH]1 (configuration not stated)	86	85	96	87	71	90	95	73
O=c1oc2c(O)cccc2c2ccccc12	100	108	nt	104	92	89	94	92
COc1cc(C(=O)N/N=C/C(=O)O)cc(OC)c1OC	155	120	152	113	112	95	102	114
C#CC1(OCC(O)CO)CCCCC1 (configuration not stated)	130	108	123	105	99	101	125	90
NC(=O)N1N=C(c2ccc(F)cc2)CC1c1cn(-c2ccccc2)nc1-c1ccc(Cl)cc1 (configuration not stated)	99	103	108	88	102	95	97	94
CCCCCCCCCCCCCCCCCC(=O)Nc1ccc(C)cc1NC(=O)CCCCCCCCCCCCCCCCC	102	96	99	105	nt	110	95	103
c1cc(-c2nc(N3CCOCC3)c3c4c(sc3n2)CCCCCC4)ccn1	68	98	nt	75	nt	99	115	85
CC(=O)n1nc(C(=O)OCCC(C)C)c2cc3c(cc21)OCO3	96	90	59	84	94	91	101	89
O=C1c2cccnc2C(=O)c2c1c(C(=O)NCCn1ccnc1)c1ccccn21	56	12	56	1.8*	57	14	7.2*	-25*
CC(CO)C1CCCCC1 (configuration not stated)	108	106	96	110	98	101	104	100
CCCCOc1ccc(NC(=O)n2nc(N)c3cc(Cl)ccc32)cc1	99	71	109	89	82	115	88	75
C#CC(C)ON1C(=O)c2ccccc2C1=O (configuration not stated)	101	104	nt	93	92	118	103	116
COc1cc2c(c(O)c1Cl)C(=O)c1c(O)cc(C[C@H](C)O)cc1[C@H]2[C@H]1c2cc(C[C@H](C)O)cc(O)c2C(=O)c2c1cc(OC)c(Cl)c2O	14	19	-24*	12	14	12	19	0.8*
O=C1C=CC(=O)C2=C1CCCC2	72	19	135	96	69	92	96	85
CC(=O)c1ccc(N2C(=O)c3ccc(Oc4ccccc4)cc3C2=O)cc1	101	134	nt	109	94	100	99	99
O=C(N/N=C/c1c[nH]c2ccccc12)Nc1ccccc1	99	76	103	107	86	97	98	94
O=C1CCC(N2C(=O)C(=O)c3ccccc32)N1 (configuration not stated)	106	107	116	99	103	107	103	105
O/C=C(\Cl)CCl	89	104	98	95	nt	96	115	109
CCOC(=O)N1CCc2c(sc3c2C(=O)N[C@H](c2ccc(OC)cc2)N3)C1	nt	96	93	85	101	68	95	92

Complete entries, quoted from the list. Values in the order: RPMI-8226	CCRF-CEM	HOP-92	A549/ATCC	EKVX	HOP-62	M14	UACC-62
COc1cc(C(=O)N/N=C/C(=O)O)cc(OC)c1OC in the list: 155	120	152	113	112	95	102	114
COc1cc2c(c(O)c1Cl)C(=O)c1c(O)cc(C[C@H](C)O)cc1[C@H]2[C@H]1c2cc(C[C@H](C)O)cc(O)c2C(=O)c2c1cc(OC)c(Cl)c2O in the list: 14	19	-24*	12	14	12	19	0.8*
Cc1cc2c(-c3nc4ccccn4c3Nc3cccc4ccccc34)c(O)c(O)cc2c(O)c1-c1c(C)cc2c(-c3nc4ccccn4c3Nc3cccc4ccccc34)c(O)c(O)cc2c1O in the list: 15	27	9.9*	16	51	38	27	1.1*

More entries follow:
mol	RPMI-8226	CCRF-CEM	HOP-92	A549/ATCC	EKVX	HOP-62	M14	UACC-62
Cc1nc2ccccc2nc1SCc1n[nH]c(=S)o1	91	87	nt	102	nt	92	99	94
Cc1ccc(S(=O)(=O)Nc2ccc(-c3cc(-c4ccccc4F)c(C#N)c(N)n3)cc2)cc1	53	43	50	74	85	86	88	54
C#CCOc1ccccc1/C=N/Nc1nc(-c2ccc(C#N)cc2)cs1	74	82	82	98	67	105	92	67
COc1ccc(C(=O)/C=C/Nc2cc(-c3ccccc3)nn2-c2ccccc2)cc1	95	84	81	91	89	102	93	72
O=C(N/N=C/c1ccccc1O)c1cc(-c2nc3ccccc3[nH]2)nc2ccccc12	95	29	96	99	83	100	103	84
CCOC(=O)c1csc(NC(=O)CSc2nc3sc4c(c3c(=O)n2-c2ccc(Cl)cc2)CCCC4)n1	92	100	78	99	91	101	93	85
Nc1c(C(=O)Nc2ccc(Cl)cc2)sc2nc(-c3cnccn3)cc(-c3cccs3)c12	85	89	53	69	72	44	89	69
Brc1c(-c2nc(-c3ccccc3)c(-c3ccccc3)[nH]2)sc2ccccc12	71	80	86	90	56	86	75	67
O=c1c(/C=C/c2c(O)ccc3ccccc23)nnc2sc(-c3cccc(Br)c3)nn12	63	22	78	68	68	45	62	53
C=C(C)CN1C(=O)C(C)S/C1=N/N=C1/SCC(=O)N1C (configuration not stated)	98	111	94	100	nt	95	99	97
COc1cc(/C(N)=N/C(N)=N/c2nc3ccccc3s2)cc(OC)c1OC	89	71	77	82	104	42	79	52
CCCCCCCCCCCCCCCCNC1=C(Cl)C(=O)c2ccccc2C1=O	135	101	74	91	103	82	98	97
O=C(O)c1ccc(-n2cc(/C=N/Nc3ccc(Cl)cc3)c(-c3ccc(O)cc3)n2)cc1	81	45	90	84	96	89	92	27
CC1(C)CC([P+](c2ccccc2)(c2ccccc2)c2ccccc2)=NN1	16	41	-1.1*	37	67	77	72	32
O=C1NC(=O)C(CSc2ccccc2)(c2ccccc2)N1 (configuration not stated)	100	97	91	92	110	97	105	101
CN1N=C2c3cn(C)cc3CCC2C1=O (configuration not stated)	92	100	129	107	147	99	nt	93
CCCc1ncc(C[n+]2ccccc2C)c(N)n1	nt	95	108	96	100	101	104	111
COc1ccc2sc(C(=O)NCc3cccc(F)c3)cc2c1	77	90	70	84	94	96	103	78
Cc1cccc(C(=O)c2cccc(Cl)c2)c1O	101	89	97	102	100	99	107	99
CC1=CCC2CC1C2(C)C (configuration not stated)	120&137	114&121	121&76	84&94	83&92	69&83	90&98	94&97
C=C1c2nc3ccccc3n2C=C(c2ccc(Cl)cc2)N1Cc1ccccc1	35	79	74	71	71	106	85	71
O=C1OCC2=C1C(c1cccc(F)c1)c1cc3c(cc1N2CCO)OCO3 (configuration not stated)	18	7.3*	35	43	46	32	13	47
COC(=O)[C@]12CC[C@@H](C)[C@H](C)[C@@H]1C1=CC[C@@H]3[C@@]4(C)C[C@@H](OC(=O)/C=C/c5ccccc5)[C@H](O)[C@@](C)(CO)[C@@H]4[C@H](O)C[C@@]3(C)[C@]1(C)CC2	9.8*	19	-3.7*	5.1*	34	12	16	21
Nc1ncnc(N)c1NC(=O)c1cc(Cl)c(OCc2ccccc2)c(Cl)c1	94	96	104	102	nt	108	113	96
C=C1C(=O)O[C@H]2[C@H]1CC/C(COC(=O)NCc1nc3ccccc3[nH]1)=C\CC[C@@]1(C)O[C@@H]21	35	11	136	95	83	95	78	80
COc1cc(CO)cc2cc3ccccc3nc12	101	99	103	104	102	96	105	99
COc1ccc(C2=NN(c3ccccc3)C(c3ccc(OC)c(OCc4ccccc4)c3)C2)cc1OC (configuration not stated)	107	106	109	101	92	97	104	82
CCN(CC)CCCNc1ccc(Nc2ccc(OC)cc2)cc1	65	nt	84	92	81	98	95	96
CCOC(=O)Nc1ccc(C(C)=O)cc1	102	98	nt	90	112	99	106	72
Cc1nc(Nc2nc3ccccc3s2)nc(-c2ccccc2)c1C(=O)Nc1ncccn1	98	nt	85	99	nt	89	94	102
CC(C)[N+](C)(CCOC(=O)C1c2ccccc2Oc2ccccc21)C(C)C	115	111	98	107	98	105	106	nt
CCOC(=O)c1c(-c2ccc(C)cc2)c(C#N)c(=O)n(-c2cccc(C(F)(F)F)c2)c1N	104	101	91	101	99	100	106	99
CCCN(CCC)CC(=O)Nc1cccc(Cl)c1C	106	103	95	104	94	91	95	96
O=C1/C(=C/c2cc(C(F)(F)F)ccc2Cl)Cc2cc3c(cc21)OCO3	89	78	68	76	104	93	67	65
C[C@H]1CCC/C=C/[C@@H]2C[C@H](O)[C@H](O)[C@H]2[C@H](O)/C=C/C(=O)O1	98	101	64	100	114	101	91	92
c1ccc(-c2nn(-c3ccccc3)c3nccc(-c4cccs4)c23)cc1	107	103	127	93	104	107	100	91
C/C(=C\CCc1ccoc1)CC/C=C(\C)CCCCCC/C(C)=C/CC/C(C)=C/CCc1ccoc1	96	95	95	98	nt	85	104	99
COc1ccc(-c2c(C#N)c(-c3ccccc3)nc3c2c(-c2ccccc2)nn3-c2ccccc2)cc1OC	84	92	93	92	99	89	101	92
O=C1c2ccccc2-n2c(noc2=O)[C@@H]2CCCN12	103	103	100	96	105	80	101	91
Clc1cnc(OC2CCNC2)nc1-n1cnc2ccccc21 (configuration not stated)	98	119	108	108	95	83	94	108
O=C(O)c1cc(-c2ccc(Cl)cc2)nc2cc(Cl)ccc12	113	98	96	108	111	96	105	110
CCCC(NC(=O)c1cccc(N2C(=O)/C(=C/c3cccc(F)c3)SC2=S)c1)C(=O)O (configuration not stated)	110	107	56	99	91	105	94	97
COC(=O)/C=C/c1cccnc1	95	106	93	112	136	119	113	114
O=C1NC(=O)c2c1c1c3ccccc3ccc1c1[nH]c3ccc(Br)cc3c21	-20*	11	7.3*	19	18	22	15	30
Nc1ncnc2c1N=C(c1ccc(Cl)cc1)CC(c1sc(Cl)nc1Cl)N2 (configuration not stated)	60	63	66	86	nt	97	104	73
O=C(CSc1nc2ccccc2[nH]1)c1ccc(-n2nnc3ccccc32)cc1	104&104	101&102	104&107	90&101	83&116	101&98	108&114	87&98
Nc1ccn(C2CCCCO2)c(=O)n1 (configuration not stated)	109	100	114	103	95	96	114	101

Fetched by structure from the entries so far:
mol	RPMI-8226	CCRF-CEM	HOP-92	A549/ATCC	EKVX	HOP-62	M14	UACC-62
Cc1ccc(S(=O)(=O)Nc2ccc(-c3cc(-c4ccccc4F)c(C#N)c(N)n3)cc2)cc1	53	43	50	74	85	86	88	54
O=C1c2cccnc2C(=O)c2c1c(C(=O)NCCn1ccnc1)c1ccccn21	56	12	56	1.8*	57	14	7.2*	-25*
C#Cc1cc(C(=O)Nc2cc(-n3cnc(C)c3)cc(C(F)(F)F)c2)ccc1C	77	92	121	87	99	120	98	87
